# Screens deposited in PubChem BioAssay by Broad Institute.
# RAD54 inh: inhibitors of human RAD54 branch migration | inhibition, % at 10.4 µM | Q92698 | AID 602329 | 0.14% of 360,000 active | RAD54 Holliday junction branch migration, FAM/BHQ fluorescence;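 active means mean normalized replicate activity at least 40 and at least half of replicates scoring 40 or more; inconclusive means only one of the two criteria met; inactive means mean below 40 and under half of replicates reaching 40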;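 further: 0% = median of neutral control wells and 100% = median of positive control wells; inhibitors cause a drop in the FAM fluorescence signal; in these data hits start at about 50%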
# Target sequence (Q92698 whole entry, looked up): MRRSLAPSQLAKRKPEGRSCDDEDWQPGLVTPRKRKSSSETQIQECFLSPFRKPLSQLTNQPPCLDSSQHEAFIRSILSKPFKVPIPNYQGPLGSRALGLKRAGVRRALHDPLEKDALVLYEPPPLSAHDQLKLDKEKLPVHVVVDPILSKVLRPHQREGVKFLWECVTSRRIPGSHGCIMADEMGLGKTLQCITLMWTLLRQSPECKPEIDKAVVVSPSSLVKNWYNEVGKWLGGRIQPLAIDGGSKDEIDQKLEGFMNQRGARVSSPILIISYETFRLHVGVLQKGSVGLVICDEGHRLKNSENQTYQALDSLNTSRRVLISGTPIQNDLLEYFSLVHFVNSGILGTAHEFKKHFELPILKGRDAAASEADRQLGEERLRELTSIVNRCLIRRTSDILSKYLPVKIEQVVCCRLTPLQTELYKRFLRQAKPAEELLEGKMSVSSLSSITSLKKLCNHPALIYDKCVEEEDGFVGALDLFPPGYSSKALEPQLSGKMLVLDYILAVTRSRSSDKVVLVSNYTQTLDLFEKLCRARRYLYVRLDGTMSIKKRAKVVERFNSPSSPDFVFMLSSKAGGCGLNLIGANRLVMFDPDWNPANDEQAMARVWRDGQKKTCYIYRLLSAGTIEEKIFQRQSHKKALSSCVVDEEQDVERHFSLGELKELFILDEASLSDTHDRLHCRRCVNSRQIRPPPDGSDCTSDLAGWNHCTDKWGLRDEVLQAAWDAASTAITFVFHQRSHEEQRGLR
# PglD inh: blocks C. jejuni PglD acetyltransferase activity; inhibition, % at 12.5 µM; 0.098% of 360,000 active; purified PglD enzyme, DTNB colorimetric CoA detection; in the data active means inhibition above about 16%, passing the limit was not always enough; inconclusive means no clear call, values can overlap the other calls; further: strong numbers were not always called active
# RAD52 anneal inh: inhibitors of human RAD52 DNA annealing | 0.46% of 360,000 active | inhibition, % at 18.7 µM | AID 651710 | recombinant RAD52 DNA annealing, FRET fluorescence;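 active means every replicate showing at least 50% inhibition; inconclusive means mean inhibition at least 50% but not in every replicate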
# ERp5 inh: ERp5 (human) disulfide isomerase inhibition; AID 651711; inhibition, % at 9.99 µM; ERp5 insulin aggregation, absorbance 650 nm, 90 min; Q15084; 0.05% of 350,000 active;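 active means mean replicate inhibition above about 25%, with every replicate also reaching it, limit read from the data, passing the limit was not always enough; inconclusive means only one of those two criteria met; inactive means neither criterion met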
# ARNT TACC3 PPI: disruptors of human ARNT/TACC3 interaction; Q9Y6A5; AlphaScreen His-ARNT PAS-B/GST-TACC3 binding, luminescence; TACC3 fragment carries E629A point mutation; inhibition, % at 9.99 µM; 0.66% of 390,000 active;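 active means mean inhibition of replicates at least 50% and at least half of replicates each reaching 50%; inconclusive means half or more replicates reach 50% but mean below 50%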;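 further: 0% = complete ARNT plus TACC3 wells and 100% = ARNT alone without TACC3; many hits fall short of the cut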
# E-sel inducer: E-selectin induction on HUVECs | AID 686992 | HUVEC E-selectin immunofluorescence imaging; normalized: neutral wells 0, TNF-alpha wells 100 | activation, % at 7.58 µM | P16581 | 0.37% of 260,000 active;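 active means mean E-selectin-positive cell signal at least 10% of the positive control, reached in at least 60% of replicates, without over 20% cell loss; inconclusive means no rule given, readout overlaps actives, possibly toxicity-flagged; inactive means the rest, including those meeting only one limit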;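 further: in these data hits start at about 27%; measured in HUVEC primary endothelial cells; signal is the percent of cells scored E-selectin positive by PE staining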
#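 assay system = HUVEC, human umbilical vein endothelial cells | input = 3,000 HUVEC seeded per well | medium = EGM-2 growth medium on 0.1% gelatin-coated wells | dosing = one compound dose added by pin transfer | signal = immunofluorescence imaging | read-out basis = % PE-positive cells | control set = TNF-alpha, DMSO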
# esBAF inh: SWI/SNF esBAF complex inhibition; mouse ES cells, Bmi1-luciferase knock-in reporter, 24 h; 100% = twice the neutral-well signal; reporter increase, % at 12.5 µM; 2% of 350,000 active; in the data active means activation above about 40%; inconclusive means no clear call, values can overlap the other calls;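 further: 0% = median of the plate's neutral control wells and 100% = double that signal; a rise in the Bmi1 reporter signal indicates esBAF inhibition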
# CASP6 VEID inh: caspase-6 (human) enzyme inhibition; AID 686996; P55212; 0.53% of 350,000 active; purified caspase-6, Z-VEID-R110 cleavage fluorescence; inhibition, % at 12.5 µM;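 active means mean inhibition across replicates at least about 35%, with every replicate also reaching that limit, limit read from the data; inconclusive means only one of the two criteria met; inactive means neither criterion met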;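 further: 0% = median of neutral control wells and 100% = no fluorescence left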
# Target sequence (P55212 24-179 limits assumed): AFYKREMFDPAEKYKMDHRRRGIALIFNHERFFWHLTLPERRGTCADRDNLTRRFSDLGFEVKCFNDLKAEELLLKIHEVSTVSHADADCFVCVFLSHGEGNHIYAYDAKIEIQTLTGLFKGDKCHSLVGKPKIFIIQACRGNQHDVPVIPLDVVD
# Target sequence (P55212 194-293 limits assumed): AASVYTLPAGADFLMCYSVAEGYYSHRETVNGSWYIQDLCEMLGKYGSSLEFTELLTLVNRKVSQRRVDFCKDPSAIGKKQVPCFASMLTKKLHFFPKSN
# The depositor's hits bear a star; ? = inconclusive; . = no result given.
SMILES,RAD54 inh,PglD inh,RAD52 anneal inh,ERp5 inh,ARNT TACC3 PPI,E-sel inducer,esBAF inh,CASP6 VEID inh
C[C@@H]1CN([C@H](C)CO)C(=O)Cc2cc(NS(=O)(=O)c3ccccc3)ccc2O[C@@H]1CN(C)S(=O)(=O)c1ccc(Cl)cc1,-1,1,.,.,8,-0.7,0,.
CCOc1ccc(Nc2ncnc3c2cnn3-c2ccccc2)cc1,-16,4,-1,6,.,-0.1,-1,-1
COc1ccc(CNc2ccc3c(c2)CCC3)cc1Br,-17,1,7,-1,-3,.,24,-2
CC1CN(Cc2ccc(Cl)cc2Cl)CC(C)O1 (stereo not given),7,0,.,.,-1,.,22,.
CC(C)Nc1nc(Cl)nc(NNC(=O)C(C)Oc2ccccc2)n1 (stereo not given),-12,1,.,.,-1,.,3,.
CCSc1nnc(NC(=O)CSc2sc3c(O)cc(=O)[nH]c3c2C#N)s1,-4,5,-95,1,-2,0.4,-8,44*
COc1ccc(S(=O)(=O)N2CCOCC2)cc1C(=O)Nc1cccc(C(=O)NC2CC2)c1,4,4,-4,-2,.,-0.1,-3,-3
CC(C)NC(=O)c1ccc2c(c1)N(CC(=O)Nc1ccccc1F)C(=O)C(C)(C)O2,-1,-8,-13,2,1,0.0,-5,-1
COc1ccc(/C=C/C(=O)Nc2cccc(S(=O)(=O)N3CCOCC3)c2)cc1OC,3,0,9,5,11,5.9,0,4
COc1ccc(C(=O)NC2CCN(CC(=O)NCc3ccccc3)CC2)cc1,.,.,-1,2,18,-0.2,-4,-3

# Gathered by group, the compounds so far containing four or more nitrogen atoms.
SMILES,RAD54 inh,PglD inh,RAD52 anneal inh,ERp5 inh,ARNT TACC3 PPI,E-sel inducer,esBAF inh,CASP6 VEID inh
CCOc1ccc(Nc2ncnc3c2cnn3-c2ccccc2)cc1,-16,4,-1,6,.,-0.1,-1,-1
CC(C)Nc1nc(Cl)nc(NNC(=O)C(C)Oc2ccccc2)n1 (stereo not given),-12,1,.,.,-1,.,3,.
CCSc1nnc(NC(=O)CSc2sc3c(O)cc(=O)[nH]c3c2C#N)s1,-4,5,-95,1,-2,0.4,-8,44*

# The listing continues:
SMILES,RAD54 inh,PglD inh,RAD52 anneal inh,ERp5 inh,ARNT TACC3 PPI,E-sel inducer,esBAF inh,CASP6 VEID inh
S=C(NCc1ccco1)Nc1ccc(Cl)cc1Cl,.,.,-6,3,0,-0.7,.,3
Nc1ccn(Cc2ccccc2F)n1,.,.,-18,0,13,.,.,1
NS(=O)(=O)c1ccc(CCNC(=O)C2CCCN2C(=O)c2cccs2)cc1 (stereo not given),-3,3,-3,-14,.,-0.2,4,0
O=[N+]([O-])c1ccc(Cl)c(S(=O)(=O)Nc2ccc3cn[nH]c3c2)c1,3,-6,6,3,8,0.0,-3,1
O=C(Nc1ccccn1)C(=O)Nc1ccccn1,.,.,-7,-3,-6,0.3,.,0
O=c1[nH]cc(-c2ccc(Br)cc2)n1Cc1ccccc1,2,-1,-26,0,-1,.,-2,2
O=C(Nn1c(Cc2ccccc2)nc2ccccc2c1=O)c1c(O)c2cccc3c2n(c1=O)CCC3,.,.,-5,1,3,3.0,.,0
O=C(COc1ccc(Br)cc1)OCCN1CCCCC1,4,-1,-6,-4,-4,.,0,-4
CC(=O)Nc1ccc(NC(=O)C(C)OC(=O)c2oc3ccccc3c2C)cc1 (stereo not given),.,.,1,14,-3,.,6,0
S=c1[nH]ncn2c1cc1oc3ccccc3c12,11,-6,-34,-5,0,-0.1,7,0
Cc1cc(C(=O)N2CCOCC2)n(-c2ccccc2)n1,1,0,-8,-1,-6,-1.1,-2,1
O=C(Nc1ccc2[nH]c(=O)[nH]c2c1)c1ccc([N+](=O)[O-])o1,-4,-3,7,1,.,-0.4,-3,9
Cc1nn(CC(=O)Nc2nnc(C(C)C)s2)c(=O)c2ccccc12,.,.,-11,7,-6,-0.6,.,1
O=C(COC(=O)c1ccccc1[N+](=O)[O-])Nc1nnc(-c2ccccc2)o1,2,1,-19,1,44,.,.,0
CCc1ccc(CN(C)C(=O)C2CCC(=O)N(CCCN3CCCC3=O)C2)cc1 (stereo not given),10,0,-8,3,-1,-0.9,3,-5
O=C(C[C@H]1C[C@@H]2c3cc(NC(=O)C4CCOCC4)ccc3O[C@@H]2[C@H](CO)O1)NCc1ccccc1,7,-3,-6,2,3,-0.3,-1,-2
O=C(CSc1nnc(Cc2ccccc2)o1)N1CCCC1,.,.,-4,4,-8,3.5,.,1
CCC(C)SCC(=O)Nc1ccc(S(=O)(=O)N2CCOCC2)cc1OC (stereo not given),.,-2,11,4,0,-0.9,1,-6
CCOC(=O)C1=C(C)NC2=C(C(=O)CCC2)C1c1cccs1 (stereo not given),-7,3,.,.,-3,.,-1,.
O=C(C[C@H]1CC[C@@H](NC(=O)Nc2cc(F)ccc2F)[C@H](CO)O1)NCCCN1CCOCC1,7,-1,-1,2,-9,-0.4,0,0
COc1ccc(N(CC(=O)NC(C)C)S(=O)(=O)c2ccc(NC(C)=O)cc2)cc1,-9,-2,3,0,-1,.,-5,6
COc1cc(/C=N/NC(=O)c2ccncc2)ccc1OC(=O)c1cccc(Br)c1,-2,0,-12,0,-1,.,-8,0
C[C@@H]1CN([C@H](C)CO)C(=O)Cc2cc(NC(=O)CCC(F)(F)F)ccc2O[C@@H]1CN(C)Cc1ccccc1,-1,-4,2,3,14,0.4,2,0
Cc1nc2sccn2c(=O)c1Cl,-4,-3,-9,1,2,.,-11,2
COc1ccc(NS(=O)(=O)c2ccc(O)c(NS(=O)(=O)c3ccc(NC(C)=O)cc3)c2)cc1,0,6,-3,-11,-3,0.5,-3,1
CC(C)CN(CCC(=O)O)CC(C)C,4,-3,.,.,-2,.,-4,.
COc1ccc(NC(=O)COc2cccc(-n3cnnn3)c2)cc1Cl,5,10,-10,-3,3,.,-2,0
CCCS(=O)(=O)NC(=O)C1(C)CCCN(C(=O)c2ccnc(Cl)c2)C1 (stereo not given),-7,-6,-6,1,.,4.2,-3,3
Cc1ccc(S(=O)(=O)N[C@H]2C=C[C@H](CC(=O)NC3CCCCC3)O[C@H]2CO)cc1,8,-2,1,4,-10,-0.2,5,0
CCNC(=O)CCSc1nc(C)cc(C)n1,.,.,-6,-1,5,1.3,.,2
C[C@H]1CN([C@@H](C)CO)C(=O)c2cc(C#CC3CC3)cnc2O[C@@H]1CN(C)C(=O)CC1CC1,11,-4,-3,-1,-2,-0.2,0,-1
C/C(=N\NC(=O)C(=O)Nc1cccc(Cl)c1)c1ccncc1,3,-2,-12,1,-6,.,.,0
O=c1c(S(=O)(=O)c2ccc(Cl)cc2)cn(Cc2ccccc2)c2ccc(F)cc12,.,.,-1,-3,-5,-2.2,.,0
COc1ccc(C(C)=NNS(=O)(=O)c2ccc(C)cc2)cc1OC,2,0,-3,-1,.,.,-8,-1
Clc1cccc(OCCN2CCN(CCOc3cccc(Cl)c3)CC2)c1,.,.,-12,4,13,.,.,-2
Cc1ccc(NC(=O)c2cc(S(=O)(=O)NCCc3ccccc3)ccc2F)cc1Cl,-2,-7,.,.,-17,0.2,.,.
CCc1ccc(OCC2Cn3c(nc4c3c(=O)[nH]c(=O)n4C)O2)cc1 (stereo not given),4,0,-11,2,-2,3.5,9,-3
O=C(/C=C/c1cccs1)NCc1ccc2c(c1)OCO2,-3,-6,-17,1,6,0.4,-5,3
CCC(C)c1ccc(NC(=S)N2CCN(S(C)(=O)=O)CC2)cc1 (stereo not given),-1,-1,-17,4,-5,3.2,.,-5
CCCNC(=O)C[C@H]1CC[C@H]2[C@H](COc3ccc(NC(=O)c4ccc(OC)cc4)cc3C(=O)N2C)O1,1,3,.,.,9,0.1,10,.
CCOC(=O)c1c(CNc2ccncc2)n(C)c2cc(Br)c(O)cc12,.,.,64*,1,4,-0.6,.,4
O=C(C[C@@H]1C[C@H]2c3cc(NC(=O)C4CCC4)ccc3O[C@H]2[C@H](CO)O1)NCc1ccccn1,-3,1,-20,0,0,-0.7,0,0
CCN1CCN(c2ccc(NC(=O)c3ccc(F)cc3)cc2Cl)CC1,.,.,-3,-4,-5,3.1,.,2
COc1ccc(CNC(=O)C[C@H]2C(=O)N(C3CCCCC3)C[C@@H]2Cc2ccccc2)cc1,-5,5,-12,-21,-4,0.0,2,4
COc1ccc(S(=O)(=O)N(C)C[C@@H]2Oc3ccc(NC(=O)Nc4ccc(F)cc4)cc3CC(=O)N([C@@H](C)CO)C[C@@H]2C)cc1,21,-4,.,.,11,0.1,4,.
Cc1ccc(C(C)C)c(Oc2nnnn2-c2ccccc2)c1,-5,-2,.,.,-4,.,-11,.
COC(=O)c1cc(S(=O)(=O)N2CCN(c3cccc(C)c3)C(C)C2)c[nH]1 (stereo not given),.,.,-1,0,2,6.1,-1,3
COCCNC(=O)C[C@@H]1C[C@H]2c3cc(NC(=O)COC)ccc3O[C@H]2[C@H](CO)O1,-11,3,-5,0,-4,-0.3,-3,-2
C[C@H]1CN([C@@H](C)CO)C(=O)c2cccc(NS(C)(=O)=O)c2O[C@H]1CN(C)Cc1ccc(Cl)c(Cl)c1,-2,9,7,-5,13,-8.5,1,4
CCN(CC)C(=O)CSc1n[nH]c(=O)n1CCc1ccccc1,3,1,0,-1,1,-0.1,-3,1

# Next compounds follow.
SMILES,RAD54 inh,PglD inh,RAD52 anneal inh,ERp5 inh,ARNT TACC3 PPI,E-sel inducer,esBAF inh,CASP6 VEID inh
CCCCOc1ccc(C(=O)NCC(=O)NC(C)CCc2ccccc2)cc1 (stereo not given),-1,-2,-8,-1,-3,0.1,.,0
CC(C)CNC(=O)COCc1cc(-c2ccc3c(c2)OCO3)on1,1,-4,-3,2,27,0.0,21,0
COc1ccc(OC)c(S(=O)(=O)N2c3cc(F)ccc3CCC2C)c1 (stereo not given),3,3,.,.,-22,.,2,.
COc1ccc(-c2csc3nc(C)nc(N4CCN(C(C)=O)CC4)c23)cc1OC,3,8,-7,-2,-2,1.7,-6,3
O=C(COC(=O)Cc1cccs1)Nc1cccc(S(=O)(=O)N2CCOCC2)c1,.,.,-11,2,-5,0.0,.,4
O=C(O)CSC(=S)N1CCCC1,0,-1,7,1,-5,0.9,.,1
CC(=O)C1=C(C)NC(SCc2cccc3ccccc23)=C(C#N)C1c1ccco1 (stereo not given),.,.,-22,5,-1,-1.4,.,-1
O=C(NCc1ccccn1)c1c(O)c2c([nH]c1=O)CCCC2,7,3,-7,-2,2,.,?,.
C[C@H](CO)N1C[C@H](C)[C@H](CN(C)S(=O)(=O)c2ccc(F)cc2)Oc2ncc(C#CCN(C)C)cc2C1=O,0,0,-10,5,-7,0.1,3,10
C[C@@H]1CN([C@@H](C)CO)C(=O)c2cc(C#Cc3cccnc3)cnc2O[C@@H]1CN(C)C(=O)CC1CC1,9,1,9,-1,17,0.6,-16,-2
CC(C)CCNC(=O)CCNS(=O)(=O)c1ccc(Cl)cc1,3,7,.,.,-1,.,0,.
COc1cccc(-c2cccc(-c3nc(C(=O)O)cc4c3[C@H](CCO)N(S(=O)C(C)(C)C)C4)c2)c1 (stereo not given in full),-8,-1,-43,-3,-4,0.1,-7,-1
CC(C)[C@@H](CSc1ccccc1)N1CCN(Cc2ccccc2)CCC1=O,1,4,-19,3,0,.,-10,-2
O=C(NC1CCCCC1)c1ccc(S(=O)(=O)N2CCOCC2)cc1,-10,4,.,.,7,.,-4,.
Cc1ccc(SCC(=O)OCC(=O)NCCC2=CCCCC2)cc1,14,0,-7,6,0,-0.3,3,-7
COc1ccc(/C=N/N(C)c2cc(=O)n(C)c(=O)[nH]2)cc1OC,4,2,-9,-2,-6,-0.5,20,9
